FUS suppressor = qHTS for Suppressors of FUS Proteinopathy: Primary screen using FUS-linked yeast assay; 390,000 compounds, 0.24% hits; S. cerevisiae FUS-expressing, growth rescue, OD600, 24 h; Potency, µM (titrated, usually from 76.6 µM), without a hit: at the top dose growth rescue (activation), usual class: activators;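 note: plate controls were DMSO vehicle for no effect and reference control for full effect; nearly all actives have a fitted effect of over 55% in size; some results filed as inactive show a strong effect at the top dose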
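Yeast expressing FUS under galactose induction, OD 0.005 in 2% galactose medium; compounds in a dilution series, 24 h at 30C. Growth rescue by absorbance at 600 nm; CP55940 positive control, DMSO negative.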
EPAC1 agonist = qHTS for Agonist of cAMP-regulated guanine nucleotide exchange factor 3 (EPAC1): primary screen; Rap guanine nucleotide exchange factor 3 (Homo sapiens), O95398; EPAC1 agonist qHTS, biochemical assay; response scale: 100% = response to 6.5 mM cAMP; Potency, µM (highest dose often 154 µM), inactives show at the highest dose activation, most hits filed as activators; 360,000 compounds, 0.073% hits; AID 720707, 2013; note: nearly all actives have a fitted effect of over 60% in size
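Normalized to 6.5 mM cAMP, activity reflects EPAC1-catalysed release of BODIPY-GDP from Rap1B, followed kinetically over 30 min at 480 nm excitation, 540 nm emission. Reaction contained 100 nM EPAC1, 250 nM Rap1B-BODIPY-GDP, 50 uM GDP.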
EPAC1 antag = qHTS for Antagonist of cAMP-regulated guanine nucleotide exchange factor 3 (EPAC1): primary screen. 360,000 compounds, 0.14% hits. Potency, µM (highest dose often 115 µM), without a hit: at the highest dose activity change, negative = inhibition, hits mostly inhibitors. EPAC1 GEF assay, Rap1b-BODIPY-GDP exchange fluorescence. Rap guanine nucleotide exchange factor 3 (Homo sapiens), O95398. AID 720709, 2013;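 note: plate controls were vehicle for no effect and positive control for full effect; nearly all actives have a fitted effect of over 50% in size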
EPAC2 antagonist = qHTS for Antagonist of cAMP-regulated guanine nucleotide exchange factor 2 (EPAC2): primary screen; Rap guanine nucleotide exchange factor 4 (Homo sapiens), Q8WZA2; EPAC2 GEF exchange of Rap1B-BODIPY-GDP, fluorescence; Potency, µM (series often up to 114 µM), for the others: top-dose activity, negative = inhibition, actives largely listed as inhibitors; 360,000 compounds, 0.18% hits; note: % is set by controls: 0 for no effect and ±100 for the full control effect; nearly all actives have a fitted effect of over 45% in size; many of its hits are not listed in these tables
aSyn rescue = qHTS of alpha-syn Inhibitors. Yeast expressing alpha-synuclein, growth rescue, BacTiter-Glo, 24 h. Potency, µM (top dose mostly 46.1 µM), for the others: at the highest dose growth rescue (activation), hits mostly activators. 370,000 compounds, 0.14% hits. AID 652106, 2013; note: % of control where 0% means no effect; nearly all actives have a fitted effect of over 65% in size
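Readout is rescue of growth in alpha-synuclein-expressing yeast, so inhibitors of toxicity appear as activators. Growth after 24 hr at 30 deg C in galactose medium is quantified by luminescence.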
PTHR1 agonist = qHTS for PTHR1 Agonists: Primary Screen; Parathyroid hormone/parathyroid hormone-related peptide receptor (Homo sapiens), Q03431; HEK293 GP2 PTHR1 cells, GloSensor cAMP luminescence, 1 h; Potency, µM (top dose mostly 115 µM), for the others: top-dose activation, actives largely listed as activators; 410,000 compounds, 0.075% hits; AID 743266, 2014; note: nearly all actives have a fitted effect of over 55% in size; some results filed as inactive show a strong effect at the top dose; inactives centre near -15; many of its hits are not listed in these tables
Target sequence (Q03431 whole entry, looked up): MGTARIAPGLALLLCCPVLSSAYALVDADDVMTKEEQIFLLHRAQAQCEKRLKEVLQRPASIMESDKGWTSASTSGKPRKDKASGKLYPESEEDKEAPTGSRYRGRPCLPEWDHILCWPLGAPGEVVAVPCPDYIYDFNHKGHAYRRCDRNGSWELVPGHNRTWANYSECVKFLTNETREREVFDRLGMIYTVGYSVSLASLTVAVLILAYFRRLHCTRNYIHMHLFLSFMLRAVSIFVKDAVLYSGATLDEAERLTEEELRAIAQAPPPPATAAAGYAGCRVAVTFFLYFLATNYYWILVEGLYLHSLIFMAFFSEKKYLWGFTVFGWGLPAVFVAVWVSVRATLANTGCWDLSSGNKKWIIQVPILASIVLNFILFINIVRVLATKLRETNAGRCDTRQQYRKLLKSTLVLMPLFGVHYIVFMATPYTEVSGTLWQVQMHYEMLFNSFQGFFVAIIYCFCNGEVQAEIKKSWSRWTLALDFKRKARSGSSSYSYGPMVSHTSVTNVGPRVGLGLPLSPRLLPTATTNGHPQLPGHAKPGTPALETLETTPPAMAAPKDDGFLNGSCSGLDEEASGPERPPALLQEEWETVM
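HEK-293-derived GP2 cells expressing PTHR1 and a GloSensor cAMP reporter, 3,000/well, plated overnight, given luciferin plus IBMX (each 0.5 mM as added) for 1 h at 37 °C, then compound for 1 h at 37 °C. Luminescence was read after 15 min at room temperature.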
EPAC2 ag = qHTS for Agonist of cAMP-regulated guanine nucleotide exchange factor 4 (EPAC2): primary screen | AID 720711, 2013 | Rap guanine nucleotide exchange factor 4 (Homo sapiens), Q8WZA2 | EPAC2 activation, biochemical qHTS; response scale: 100% = 6.5 mM cAMP response | Potency, µM (series often up to 154 µM), inactives show at the highest dose activation, most hits filed as activators | 360,000 compounds, 0.079% hits; note: nearly all actives have a fitted effect of over 50% in size
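Compounds were titrated in qHTS against a Rap1B-BODIPY-GDP (250 nM) complex with EPAC2 (100 nM) and GDP (50 uM). BODIPY-GDP release tracked at 480/540 nm over 30 min at room temperature, normalized to 6.5 mM cAMP.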
TDP43 rescue = qHTS of TDP-43 Inhibitors; TDP-43 expressing yeast growth rescue, BacTiter-Glo, 24 h; Potency, µM (titrated, usually from 46.1 µM), for the others: top-dose growth rescue (activation), usual class: activators; 410,000 compounds, 1.8% hits; AID 652104, 2013; note: % of control where 0% means no effect; nearly all actives have a fitted effect of over 50% in size
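Cell-based yeast growth screen: TDP-43 expression induced in galactose, inoculum OD600=0.02 after raffinose pregrowth to mid-log. Read-out BacTiter-Glo luminescence at 24 hr, 30 deg C; inhibition of toxicity seen as signal increase.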
Active calls of the source: *; i = inactive; u = inconclusive; x = not tested or not shown; [ ] = another dose, or the depositor's remark. Calls come from the whole dose curve; as a rule, active = well fitted curve in the direction sought with a large enough effect; inconclusive = small, poorly fitted or top-dose-only effect, or another doubt; inactive = no such curve, though single readings can be large; an effect the other way counts as inactive or inconclusive. Potency is the fitted concentration of half-maximal effect. The list is partial (hit frequency here may not be typical).

compound,FUS suppressor,EPAC1 agonist,EPAC1 antag,EPAC2 antagonist,aSyn rescue,PTHR1 agonist,EPAC2 ag,TDP43 rescue
CCN1CCN(C(=O)c2c(-c3c(Cl)cccc3Cl)noc2C)CC1,2.3%,-0.3%,-20.2%,0.0%,0.0%,i,4.5%,-7.1%
COc1ccc(C2C3=C(CC(C)(C)CC3=O)Oc3ncn(CCO)c(=N)c32)cc1OC (stereo not drawn),18.1%,6.4%,9.4%,-1.7%,-0.6%,i,3.9%,-7.5%
O=C(COC(=O)Cc1ccccc1F)Nc1cccc(F)c1,4.7%,0.2%,-1.5%,3.0%,8.4%,i,-8.3%,15.9%
COc1nnc(-c2ccc(C(=O)N3C[C@@H]4C[C@H](C3)c3cccc(=O)n3C4)cc2)c2ccccc12,9.5%,2.0%,-6.6%,8.3%,5.1%,8.5%[57.5 µM],2.1%,0.3%
Cc1ccc(S(=O)(=O)N2CCN(C(=O)c3cc(S(=O)(=O)N(C)C)ccc3N3CCCC3)CC2)cc1,1.7%,1.7%,-10.1%,3.7%,-0.1%,-4.9%,0.4%,-15.6%
CN1C(=O)C(CC(=O)Nc2ccc(F)cc2)N(Cc2ccco2)C1=S (stereo not drawn),27.0%,1.0%,-6.0%,-3.9%,1.8%,i,20.5%,-29.5%
COCC(=O)N(C)C[C@H]1Oc2cc(Br)ccc2S(=O)(=O)N([C@H](C)CO)C[C@H]1C,-29.4%,-7.1%,18.0%,6.7%,0.0%,-14.3%,3.0%,0.0%
Cc1cc(C)c(C#N)c(SCC(=O)Nc2cc(C)on2)n1,x,18.9%,9.2%,9.4%,-2.3%,-1.4%,7.5%,u
CC1CC(=O)NC(=O)N1Cc1ccccc1 (stereo not drawn),-13.7%,7.0%,14.2%,12.6%,8.8%,i,8.0%,10.6%
NNC(=O)c1sc2cc(C(F)(F)F)cnc2c1-c1ccccn1,3.4%,-12.6%,-3.3%,-25.1%,0.4%,u,6.9%,10.9%
COc1ccc(NC(=O)COC(=O)CCc2ccccc2)c(OC)c1,10.6%,7.3%,-22.2%,-2.8%,4.9%,i,6.0%,3.8%
COc1ccc(NC(=O)c2sc3nc(-c4cccnc4)ccc3c2N)cc1OC,21.8%,-58.2%[inhibitor],-20.4%,1.0%,-7.7%,i,-16.4%,-2.8%
CC(C)c1cc[n+](-c2nc([O-])sc2C=O)cc1,2.5%,15.2%,8.1%,12.2%,-11.1%,i,10.7%,1.6%
Cc1ccc(C(O)P(=O)(OC(C)C)c2ccc(N(C)C)cc2)cc1 (stereo not drawn),7.0%,2.1%,18.9%,3.9%,-2.6%,-5.4%,0.8%,-6.5%
CC(C)c1ccc(CNc2nc(NCC3CC3)nc3ccsc23)cc1,26.7%,7.6%,-7.8%,-16.6%,-42.8%[inhibitor],-19.0%,7.8%,19.2%
COc1ccccc1CNC(=O)c1cc(C(C)C)nc2ccccc12,17.7%,0.3%,-11.4%,-27.0%,0.0%,-8.9%,4.1%,-1.0%
CN1CC(=O)N2C(c3ccc(Cl)cc3)c3[nH]c4ccccc4c3C[C@H]2C1=O (stereo partly drawn),22.5%,1.7%,-21.9%,-21.2%,1.8%,-27.7%,1.8%,u
COc1ccc(S(=O)(=O)N(C)C)cc1NCC(=O)Nc1ccc(F)cc1F,6.4%,-8.9%,-7.0%,6.7%,-0.5%,7.8%,6.1%,-19.5%
CCn1cc(C(=O)NCCc2ccccc2)c(=O)c2cc(S(=O)(=O)N(C)C)ccc21,-3.0%,7.1%,-1.9%,0.2%,-0.9%,-7.2%,7.7%,-7.6%
CCCCOC(=O)N1CCOCCOCCOCC1,17.9%,7.1%,-7.4%,-0.1%,1.5%,i,10.6%,-27.5%
Cc1ccc(NC(=O)C2CCCN(S(=O)(=O)c3ccc4c(c3)CCCC(=O)N4)C2)cc1Cl (stereo not drawn),u,x,x,x,8.6%,-22.2%,x,20.4%
CC1CCCCC1NS(=O)(=O)c1ccc(S(=O)(=O)N2CCCC2)cc1 (stereo not drawn),30.5%,3.2%,-0.6%,-5.0%,21.5%,i,9.1%,-6.1%
CC(C)CNS(=O)(=O)c1ccc(CCC(=O)NCCc2ccccc2)cc1,20.1%,-2.3%,1.5%,1.0%,-0.4%,-30.3%[inhibitor],2.4%,-3.9%
CCOC(=O)c1csc(NC(=O)c2cc(-c3ccccn3)nc3ccccc23)n1,-3.8%,9.7%,-22.9%,-1.4%,1.9%[1.84 µM],i,2.1%,8.6%
Cc1cc(Br)cn2cc(C(=O)O)nc12,-8.2%,2.4%,-5.7%,1.3%,-0.5%,i,11.9%,-7.5%
O=C1CC(c2ccccc2)CC(O)=C1C=Nc1ccc(O)cc1 (stereo not drawn),27.3%,4.1%,11.2%,-0.2%,-2.5%,-33.4%[inhibitor],2.4%,-28.7%
CCC1C(=O)NCCN1C(=O)c1cc(COc2cc(C)ccc2C)on1 (stereo not drawn),24.7%,-5.3%,-3.1%,-5.2%,-0.6%,-24.7%,0.7%,2.4%
COc1ccc(CNC(=O)NCCc2c[nH]c3ccccc23)cc1,32.1%,-8.2%,-12.9%,-7.5%,16.6%,-1.5%,1.7%,3.3%
Cc1ccc(COC(=O)c2ccc3ccccc3n2)cc1,16.4%,2.2%,-17.8%,-20.5%,19.1%,i,8.3%,-24.0%
O=C(CSc1nc(-c2ccccc2)cc(C(F)(F)F)n1)NCc1cccs1,x,-9.0%,11.7%,10.6%,-5.6%,-21.2%,5.9%,4.1%
Cc1cccc(-n2c(Cc3ccccc3)n[nH]c2=S)c1,-1.8%,4.3%,17.8%,-0.3%,12.6%,i,2.7%,-3.0%
Cc1ccccc1NC(=O)CN(C)S(=O)(=O)c1ccc2c(c1)n(C)c(=O)c(=O)n2C,6.0%,-2.2%,-9.1%,3.9%,0.1%,i,6.2%,15.8%
COc1ccc2nc(SCC(=O)Nc3ccc(S(=O)(=O)N4CCCC4)cc3)c(C#N)cc2c1,10.6%,3.0%,-0.9%,7.1%,u,7.2%[57.5 µM],-0.8%,-24.7%
COC(=O)NC(=S)Nc1ccc(Oc2ccc(Cl)cc2Cl)c(Cl)c1,8.6%,13.4%,-11.6%,-1.7%,-19.4%,-6.5%[57.5 µM],10.2%,17.8µM*
CCCn1nnnc1-c1ccc(Cl)cc1,6.1%,6.1%,-3.9%,0.8%,-1.7%,-4.7%[57.5 µM],-0.8%,-1.5%
CN(C)C(=O)CCc1ccc2c3c([nH]c2c1)[C@]1(C)[C@@H](C(=O)N2CCOCC2)C[C@H](CC(=O)NCCCn2ccnc2)C(=O)N1CC3,3.7%,-10.7%,-12.0%,3.0%,1.0%,-0.9%,1.4%,18.9%
COc1cccc(CNC(=O)CCNS(=O)(=O)c2ccc3c(c2)CC(C)N3C(C)=O)c1 (stereo not drawn),2.3%,12.0%,0.8%,7.3%,0.2%,i,-1.4%,27.6%
COC(=O)CN1C(C)=Nc2ccc(C)cc2C1c1ccccc1 (stereo not drawn),-3.1%,0.2%,-0.6%,-10.0%,-1.7%,1.1%,1.6%,2.2%
O=C(COc1ccc(Cl)cc1)NCc1nnc2c3ccccc3c(-c3ccccc3)nn12,u,0.2%,-17.2%,-3.3%[57.1 µM],14.8%,-44.1%[inhibitor],5.2%,26.9%
CCc1cc(C(=O)NNC(=O)CCN2CCN(c3ccccc3)CC2)sc1C,22.9%,19.6%,-6.2%,4.2%,6.4%,-19.4%,3.3%,12.3%
COc1ccc(Cc2n[nH]c(=S)n2C)cc1Br,-6.4%,6.1%,7.3%,-0.6%,3.1%,-12.4%,7.2%,-13.2%
CCC(CC)COC(=O)C1=C(C)NC(=O)NC1c1ccc([N+](=O)[O-])cc1 (stereo not drawn),5.3%,-8.6%,-13.0%,-7.3%,8.1%,-34.9%[inhibitor],-15.2%,14.3%
N#CCCN1CCC(NC(=O)OCc2ccccc2)CCC1=O (stereo not drawn),-15.7%,13.2%,9.2%,9.3%,5.4%,-9.6%,5.4%,5.8%
CCOC(=O)CN(C(=O)c1ccccc1[N+](=O)[O-])C(C)(C)C,-16.5%,-2.3%,3.6%,2.6%,0.3%,i,3.0%,-4.1%
CN(CC(=O)Nc1cccc(S(=O)(=O)N(C)c2ccccc2)c1)Cc1cccs1,-21.4%,21.4%,-16.6%,-10.5%,0.9%,-23.6%,8.4%,4.3%
O=C(O)CSc1nc2ccccc2[nH]1,24.9%,2.6%,-1.1%,8.6%,0.4%,i,0.7%,-9.8%
C[C@@H](NC(=O)c1[nH]cnc1C(=O)Nc1ccon1)c1ccccc1,-10.0%,-1.0%,6.6%,-2.4%,-9.2%,-6.0%,4.2%,1.9%
CCCCn1c(N)c(N(CC(C)C)C(=O)c2ccco2)c(=O)[nH]c1=O,11.0%,-1.0%,-1.5%,-9.1%,0.8%,i,6.3%,-7.9%

Results in PTHR1 agonist and EPAC1 antag (three entries from above):
Structure | PTHR1 agonist | EPAC1 antag
CC1CCCCC1NS(=O)(=O)c1ccc(S(=O)(=O)N2CCCC2)cc1 (stereo not drawn) | i | -0.6%
CC(C)CNS(=O)(=O)c1ccc(CCC(=O)NCCc2ccccc2)cc1 | -30.3%[inhibitor] | 1.5%
CCOC(=O)c1csc(NC(=O)c2cc(-c3ccccn3)nc3ccccc23)n1 | i | -22.9%

Bioassay records (PubChem)
